WRN helicase inh – blocks human WRN helicase | Q14191 | WRN helicase unwinding, fluorescent forked duplex, kinetic | Potency, µM (highest dose often 114 µM), for the others: top-dose activity change, negative = inhibition, hits mostly inhibitors | 360,000 tested, 0.46% active | AID 651768; note: potency is the fitted concentration of half-maximal effect; % is set by controls: 0 for no effect and ±100 for the full control effect; nearly all actives have a fitted effect of over 55% in size
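WRN at 20 nM final was preincubated with compound for 15 min at room temperature; reaction started with 100 nM forked duplex oligonucleotide carrying fluorophore and quencher plus 2 mM ATP (final). Unwinding followed kinetically by red fluorescence (ex 525/em 598 nm).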
EPAC1 antag – antagonists of human EPAC1; O95398; EPAC1 GEF assay, Rap1b-BODIPY-GDP exchange fluorescence; Potency, µM (doses to about 115 µM), for the others: top-dose activity change, negative = inhibition, actives largely listed as inhibitors; 360,000 tested, 0.14% active; AID 720709;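 note: potency is the fitted concentration of half-maximal effect; plate controls were vehicle for no effect and positive control for full effect; nearly all actives have a fitted effect of over 50% in size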
IL2 activator – IL-2 activation. activation, % (series mostly up to about 46 µM). 360,000 tested, 0.065% active. AID 652025. IL-2 activation reporter assay, cell-based qHTS; stimulated with anti-CD3/CD4/CD28 beads; in transgenic mouse T cells; in the data active = activation above about 50%; inconclusive = mostly about 30% to 49%; note: 0% is about no effect
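Using fluorescent plate cytometry, EGFP and DsRed are detected in transgenic mouse T cells stimulated 18 h at 37 degrees C with antibody-coated beads after 60 min compound pretreatment.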
CCT chaperon mod – changes cytosolic chaperonin activity; AID 651819; 360,000 tested, 0.3% active; purified chaperonin ATPase assay, HTRF ADP detection, 30 min; activity change, % (no concentration beside the values), hits read low; in the data active = activity change below about -30%; note: % is set by controls: 0 for no effect and ±100 for the full control effect
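ATPase activity: ADP formed was measured by HTRF Transcreener (665/615 nm ratio) after 30 min at 37 deg C with 10 uM ATP. Compounds screened at one 76 uM concentration against 40 or 20 nM TRiC in Tris pH 7.4/KCl/MgCl2/DTT buffer.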
PLK1 PBD inh – inhibitors of human PLK1 polo-box domain binding; Potency, µM, without a hit: max response, negative = inhibition, most hits filed as inhibitors; P53350; 360,000 tested, 2.8% active; Plk1 PBD binding of FITC phosphopeptide, fluorescence polarization; note: potency is the fitted concentration of half-maximal effect; series mostly up to about 57 µM; % is set by controls: 0 for no effect and ±100 for the full control effect; nearly all actives have a fitted effect of over 65% in size
Target sequence (P53350 whole entry, looked up, the tested form may be a part): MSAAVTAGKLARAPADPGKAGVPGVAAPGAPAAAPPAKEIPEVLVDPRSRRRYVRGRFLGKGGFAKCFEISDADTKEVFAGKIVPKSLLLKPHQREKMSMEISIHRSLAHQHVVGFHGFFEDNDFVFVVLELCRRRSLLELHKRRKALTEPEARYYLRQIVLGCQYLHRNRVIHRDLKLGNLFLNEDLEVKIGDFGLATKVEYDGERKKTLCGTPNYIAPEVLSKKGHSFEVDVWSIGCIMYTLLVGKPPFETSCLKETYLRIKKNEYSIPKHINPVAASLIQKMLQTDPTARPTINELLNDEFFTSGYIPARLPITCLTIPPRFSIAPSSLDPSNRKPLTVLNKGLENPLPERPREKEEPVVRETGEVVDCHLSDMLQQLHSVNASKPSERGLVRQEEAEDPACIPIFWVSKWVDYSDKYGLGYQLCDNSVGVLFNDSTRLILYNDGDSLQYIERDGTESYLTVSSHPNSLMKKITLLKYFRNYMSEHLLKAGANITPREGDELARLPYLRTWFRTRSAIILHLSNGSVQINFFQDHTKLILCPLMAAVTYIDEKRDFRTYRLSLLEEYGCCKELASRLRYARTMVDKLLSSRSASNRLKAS
EPAC1 agonist – activates human EPAC1 exchange factor | O95398 | EPAC1 agonist qHTS, biochemical assay; response scale: 100% = response to 6.5 mM cAMP | Potency, µM (doses to about 154 µM), without a hit: at the top dose activation, usual class: activators | 360,000 tested, 0.073% active | AID 720707; note: potency is the fitted concentration of half-maximal effect; nearly all actives have a fitted effect of over 60% in size
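Read-out is the fluorescence drop as BODIPY-GDP leaves Rap1B (480 nm excitation, 540 nm emission), recorded every 5 minutes over 30 minutes. Reactions held 100 nM EPAC1, 250 nM Rap1B–BODIPY-GDP and 50 uM GDP, with 6.5 mM cAMP setting full activation.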
EPAC2 ag – agonists of human EPAC2 (RAPGEF4); AID 720711; Potency, µM (top dose mostly 154 µM), inactives show at the top dose activation, actives largely listed as activators; Q8WZA2; EPAC2 activation, biochemical qHTS; response scale: 100% = 6.5 mM cAMP response; 360,000 tested, 0.079% active; note: potency is the fitted concentration of half-maximal effect; nearly all actives have a fitted effect of over 50% in size
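Nucleotide exchange monitored as fluorescence drop when BODIPY-GDP leaves Rap1B. Reaction: 100 nM EPAC2, 250 nM RAP1B-BODIPY-GDP, 50 uM GDP, room temperature, kinetic read over 30 min. Activity expressed relative to 6.5 mM cAMP.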
PI5P4Ka inh – inhibitors of human PI5P4K alpha | PI5P4Kalpha enzyme, ADP-Glo luminescence, 60 min; hits give low values | AID 652105 | 330,000 tested, 1.2% active | max response, % | P48426; active = max response of -50% or lower; inconclusive = between -30% and -50%; inactive = -30% or higher; note: value at the top dose of about 77 µM; % is set by controls: 0 for no effect and ±100 for the full control effect
Target sequence (P48426 whole entry, looked up): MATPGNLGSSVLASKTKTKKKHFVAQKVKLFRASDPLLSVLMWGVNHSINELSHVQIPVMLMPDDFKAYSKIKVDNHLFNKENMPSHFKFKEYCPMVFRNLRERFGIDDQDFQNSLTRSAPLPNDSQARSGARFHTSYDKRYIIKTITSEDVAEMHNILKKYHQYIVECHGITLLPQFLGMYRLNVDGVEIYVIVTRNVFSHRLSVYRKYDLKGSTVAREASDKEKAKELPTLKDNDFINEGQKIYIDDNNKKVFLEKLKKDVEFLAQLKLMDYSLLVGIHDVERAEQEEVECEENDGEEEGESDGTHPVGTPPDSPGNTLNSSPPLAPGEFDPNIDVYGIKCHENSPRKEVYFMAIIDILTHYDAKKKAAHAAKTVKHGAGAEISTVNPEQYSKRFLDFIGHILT
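qHTS, 1536-well: enzyme/substrate mix, compound by pin tool, 5 microM ATP final; RT 60 min; ADP-Glo reagents 1 (45 min) then 2 (30 min); luminescence.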
Numbers without * were called inactive; ? = inconclusive; . = no result given; [ ] = another dose, or the depositor's remark. Unless noted, calls come from the whole dose curve; as a rule, active = well fitted curve in the direction sought with a large enough effect; inconclusive = small, poorly fitted or top-dose-only effect, or another doubt; inactive = no such curve, though single readings can be large; an effect the other way counts as inactive or inconclusive. A portion of the library; rates above refer to the full screens.

SMILES	WRN helicase inh	EPAC1 antag	IL2 activator	CCT chaperon mod	PLK1 PBD inh	EPAC1 agonist	EPAC2 ag	PI5P4Ka inh
CSc1nc2c(cc1C#N)CCCCC2	-1%	10%	0.3	-1.7	-5%	-4%	8%	-2
Nc1nn2c(-c3ccccc3)cc(=O)[nH]c2c1N=Nc1ccc(Br)cc1	0%	1%	-3.6	-1.7	?	7%	-9%	-20
Cc1cc(C)c(S(=O)(=O)ON2C(=O)c3ccccc3C2=O)cc1C	35µM*	-22%	0.4	-0.4	5.3µM*	10%	-10%	-12
CCC(C)NCCOCCOc1ccc(F)cc1 (stereo not drawn)	9%	6%	-0.9	8.7	0%	-4%	-4%	1
O=C(CSc1nnc(NC(=O)C2CC2)s1)Nc1ccccc1	-1%	7%	-0.2	1.0	-12%	1%	8%	3
O=C(COC(=O)C1CC(=O)N(Cc2ccccc2)C1)Nc1ccc([N+](=O)[O-])cc1Br (stereo not drawn)	-2%	12%	1.7	0.4	-4%	12%	6%	1
COc1ccc(OC)c(/C=C2\SC(=S)N(C(C(=O)O)c3ccccc3)C2=O)c1 (stereo not drawn)	-9%	-28%	-0.9	-2.5	-29%	-14%	-2%	-5
Cc1cc2c(SCC(=O)NC3CCCC3)ncnc2s1	-34%	-25%	-0.8	-20	-8%	9%	5%	-2
O=C(O)CCc1ccc(-c2ccc(F)cc2)n1NC(=O)c1ccco1	-14%	-5%	-2.9	3.6	-4%	5%	2%	-9
COc1ccc([N+](=O)[O-])cc1N1C(=O)c2cccnc2C1=O	3%	19%	0.1	1.2	-14%	10%	12%	1
CCCNC(=O)CN(C)S(=O)(=O)c1c(C)cc(C)cc1C	-34%[57.1 µM]	-13%	2.2	0.3	-8%	-22%	-4%	-20
C=CCN1C=C2C(=O)C(C)(OC(=O)CCc3ccccc3)C(=O)C=C2C=C1c1ccc(C#N)cc1 (stereo not drawn)	13%	9%	0.0	-0.2	-21%	-1%	0%	-26
COc1ccc(C(C)C)cc1S(=O)(=O)NCCCn1ccnc1	2%	-3%	-1.0	-0.9	-14%	6%	5%	5
O=C(CCCC(=O)Nc1ccc(Br)cc1)N/N=C/c1ccccc1	-2%	-4%	0.9	-1.0	0%	1%	-9%	-6
COc1ccc(C2CCCN2C(=S)Nc2c(C)cccc2C)cc1OC (stereo not drawn)	2%	6%	-0.2	0.2	2%	-1%	0%	-5
CCOc1ccc(-n2cc(C(=O)N3CCN(C)CC3)c3cc(OC)c(OC)cc3c2=O)cc1	4%	4%	-1.4	-0.7	-20%	4%	2%	-1
O=C(/C=C/c1ccc(OC(F)F)cc1)Nc1cccc(S(=O)(=O)NC2=NCCCCC2)c1	-32%	-1%	-5.6	3.4	0%	3%	-8%	4
Cn1c(=O)c2c(ncn2CCOc2ccc(Br)cc2)n(C)c1=O	6%	-13%	-0.1	3.2	-7%	-1%	3%	-9
COc1cc(/C=N/NC(=S)Nc2cccnc2)cc(OC)c1O	-18%	-17%	-0.9	-1.0	-21%	7%	7%	6
COCCNC(=O)C(c1ccc(C)cc1)N(C(=O)CCC(=O)Nc1ccccn1)c1ccc(C)cc1 (stereo not drawn)	-4%	-20%	1.2	2.2	-11%	4%	-7%	2
Cn1ccnc1C(=O)c1ccc(Cl)c(S(=O)(=O)N2CCOCC2)c1	-34%	?	4.3	-0.5	-10%	4%	-3%	0
COc1c(C)cccc1C(=O)NCc1ccc2c(c1)OCO2	-2%	-1%	1.1	-1.7	-13%	3%	-1%	2
O=C(CC1Sc2ccccc2NC1=O)NNc1cc(Cl)ccc1Cl (stereo not drawn)	10%	5%	0.1	0.3	-10%	7%	4%	1
Cc1ccc(C(=O)OCC(=O)NCCc2ccc(F)cc2)cc1S(=O)(=O)N1CCOCC1	-7%	-18%	1.9	-2.5	-3%	17%	20%	-3
COc1cc(-c2nc(S(=O)(=O)c3ccc(C)cc3)c(N(C)C)o2)cc(OC)c1OC	8%	-2%	-2.7	-1.6	0%	3%	4%	-3
C=CCOc1ccc(C2C(C(=O)c3cccs3)=C(O)C(=O)N2c2nnc(C)s2)cc1 (stereo not drawn)	-7%[57.1 µM]	8%	3.5	2.1	?	-11%	-72%[inhibitor]	-7
CC(Oc1ccc(Cl)cc1Cl)C(=O)N(Cc1ccco1)C1CCS(=O)(=O)C1 (stereo not drawn)	5%	12%	-0.4	0.2	-5%	-6%	7%	-1
O=C1Nc2ccc(Br)cc2C1(O)Cc1ccccn1 (stereo not drawn)	-8%	-2%	-1.2	-0.2	-5%	8%	11%	.
CCCn1c(N)c(C(=O)CSc2nnc(C3CC3)n2C2CC2)c(=O)[nH]c1=O	-2%	-8%	1.5	-1.6	-2%	-1%	3%	4
O=C(c1ccccc1F)N1CCN(S(=O)(=O)c2ccc(S(=O)(=O)N3CCCCCC3)cc2)CC1	10%	-4%	-4.1	-3.9	-11%	1%	-8%	-3
CCCCOc1ccc(/C=C/C(=O)OCC(=O)NC2CCS(=O)(=O)C2)cc1OCC (stereo not drawn)	-15%	-13%	0.1	0.9	-5%	-9%	-11%	0
COc1ccc(C)cc1N(C(=O)COc1cccc(F)c1)c1nc2ccccc2s1	?	-5%	2.0	-4.3	3%	21%	-6%	7
COc1cccc2cc(C(=O)N3CCc4ccccc4C3)c(=O)oc12	-2%	9%	-0.4	2.2	-1%	-5%	3%	2
CC1CCN(S(=O)(=O)c2ccc(S(=O)(=O)NCc3cccnc3)cc2)CC1	-2%	4%	-0.1	0.6	-9%	-6%	-10%	11
CCN1c2ccc(S(=O)(=O)N3CCOCC3)cc2N(Cc2ccc(OC)cc2)C1C (stereo not drawn)	1%	12%	-2.3	1.5	13%	6%	6%	0
COc1cccc(NC(=O)COC(=O)CCCc2c[nH]c3ccccc23)c1	-13%	0%	0.3	0.8	-5%	9%	17%	.
Cc1ccc(SCCNC(=O)/C=C/c2ccc(Cl)cc2)cc1	-3%	-15%	0.5	0.5	-3%	-9%	-6%	-1
O=c1[nH]cc(CN2CCOCC2)c(=O)[nH]1	12%	-10%	-0.3	-1.9	-11%	14%	17%	-7
CN1CCN(S(=O)(=O)c2ccc(NC(=O)C3CCCCC3)cc2)CC1	0%	7%	-0.5	-4.0	5%	6%	17%	1
O=S1(=O)CC(N2CCCCC2)CN1C1CCCCC1 (stereo not drawn)	5%	12%	0.0	-0.7	2%	-2%	-7%	-1

Four compounds drawn at random from those above:
SMILES	WRN helicase inh	EPAC1 antag	IL2 activator	CCT chaperon mod	PLK1 PBD inh	EPAC1 agonist	EPAC2 ag	PI5P4Ka inh
Cc1cc(C)c(S(=O)(=O)ON2C(=O)c3ccccc3C2=O)cc1C	35µM*	-22%	0.4	-0.4	5.3µM*	10%	-10%	-12
COc1cccc2cc(C(=O)N3CCc4ccccc4C3)c(=O)oc12	-2%	9%	-0.4	2.2	-1%	-5%	3%	2
O=C(/C=C/c1ccc(OC(F)F)cc1)Nc1cccc(S(=O)(=O)NC2=NCCCCC2)c1	-32%	-1%	-5.6	3.4	0%	3%	-8%	4
Cc1cc2c(SCC(=O)NC3CCCC3)ncnc2s1	-34%	-25%	-0.8	-20	-8%	9%	5%	-2

6 of these compounds, reformatted.
WRN helicase inh	EPAC1 antag	IL2 activator	CCT chaperon mod	PLK1 PBD inh	EPAC1 agonist	EPAC2 ag	PI5P4Ka inh	Compound
1%	12%	-2.3	1.5	13%	6%	6%	0	CCN1c2ccc(S(=O)(=O)N3CCOCC3)cc2N(Cc2ccc(OC)cc2)C1C (stereo not drawn)
-13%	0%	0.3	0.8	-5%	9%	17%	.	COc1cccc(NC(=O)COC(=O)CCCc2c[nH]c3ccccc23)c1
-3%	-15%	0.5	0.5	-3%	-9%	-6%	-1	Cc1ccc(SCCNC(=O)/C=C/c2ccc(Cl)cc2)cc1
12%	-10%	-0.3	-1.9	-11%	14%	17%	-7	O=c1[nH]cc(CN2CCOCC2)c(=O)[nH]1
0%	7%	-0.5	-4.0	5%	6%	17%	1	CN1CCN(S(=O)(=O)c2ccc(NC(=O)C3CCCCC3)cc2)CC1
5%	12%	0.0	-0.7	2%	-2%	-7%	-1	O=S1(=O)CC(N2CCCCC2)CN1C1CCCCC1 (stereo not drawn)

(further entries)
SMILES	WRN helicase inh	EPAC1 antag	IL2 activator	CCT chaperon mod	PLK1 PBD inh	EPAC1 agonist	EPAC2 ag	PI5P4Ka inh
NNc1ccc(Cl)c(C(=O)O)c1	8%	-19%	3.5	0.1	30µM*	-3%	4%	-14
CN(Cc1ccccc1)C(=O)c1cccc(NC(=O)Cc2ccc(NC(=O)C3CCCN(C(=O)C4CCCC4)C3)cc2)c1 (stereo not drawn)	-1%	-11%	-0.1	-3.1	-5%	-19%	5%	1
COc1ccc(-c2cnnc(N/N=C/c3c(C)nn(-c4ccccc4)c3Cl)n2)cc1	1%	-4%	-1.6	-1.3	-3%	-3%	1%	7
O=C1NC[C@@H](CCCCN2C[C@H](Cc3ccccc3)N(CCc3ccccc3)C(=O)C2=O)N(CCc2ccccc2)C1=O	-1%	-24%	0.4	0.6	-4%	-9%	-5%	0
Cc1oc2ncnc(N)c2c1C	-6%	1%	-0.6	-0.8	-1%	10%	0%[15.6 µM]	-3
CCOC(=O)CC(NC(=O)Cn1nnc(-c2ccccc2Cl)n1)c1ccc(OC)cc1 (stereo not drawn)	-4%	-27%	-3.7	-3.7	2%	-4%	1%	7

Screens (PubChem BioAssay)
